Compound activity: PubChem BioAssay, several laboratories
Bcl-B TR3 displacers = displacers of TR3 peptide from Bcl-B, primary screen, selectivity assay for Bfl-1 inhibitor project, biochemical, fluorescence polarization; FP displacement of FITC-TR3 peptide from Bcl-B; higher % means a stronger effect; displacement, % at 20 µM, or IC50 in µM where a hit was titrated; 96,000 compounds, 0.11% hits;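 active = displacement above 50% at 20 µM plus a fluorescence interference ratio under 1.5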;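 note: plate controls were wells without compound for no effect and wells lacking Bcl-B protein for full effect; a part of the inactive calls stands beside numbers as strong as those of hits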
IL1B NFkB inh = blocks IL-1B driven NFkB nuclear translocation in HUVEC cells. inhibition, % at 2 µM. 94,000 compounds, 0.43% hits. AID 796. HUVEC IL-1B NFkB p65 nuclear translocation imaging;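 active = inhibition above about 30% together with a positive call from visual inspection of the well image, limit read from the data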;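 note: nuclear over cytoplasmic p65 intensity ratio measured by imaging; 0% = IL-1B stimulated DMSO wells and 100% = unstimulated DMSO wells; values of inactives mirror those of a sister screen read the other way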
IL1B NFkB pot = enhances IL-1B driven NFkB nuclear translocation | activation, % at 2 µM | HUVEC IL-1B NFkB p65 nuclear translocation imaging | 94,000 compounds, 0.3% hits | AID 819;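 active = activation above 40%, about the mean plus 3 SD, also judged a hit on visual image review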;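 note: percent activation is computed from the nuclear over cytoplasmic p65 intensity ratio; values of inactives mirror those of a sister screen read the other way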
PLAP inhibition = inhibition of human placental alkaline phosphatase – biochemical, luminescence, HTS (AID 690). purified PLAP, luminescent substrate; higher % means a stronger effect. one-dose inhibition, % at 20 µM; IC50 in µM for titrated hits. 96,000 compounds, 0.08% hits; in the data active = a potency from the dose series; inactive = the rest, 99 in 100 with inhibition below about 30%; note: strong numbers were not always called active
MRP resist rev = compounds reversing MRP-mediated drug resistance; AID 602; 85,000 compounds, 0.04% hits; H69AR cells + 2 uM doxorubicin, CellTiter-Glo, 72 h; differential viability (reversal), % at 10 µM;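 active = viability drop by adding the cancer drug above about 55%, with treated viability meeting a 40% cutoff, limit read from the data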;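 note: viability without doxorubicin minus viability with 2 µM doxorubicin for each compound; larger differential means the compound sensitizes cells more to doxorubicin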
MRP resist rev cytotoxicity = recorded beside MRP resist rev, whose call it bears; viability, %; H69AR cells, CellTiter-Glo, 72 h; measured here: cytotoxicity without doxorubicin
MRP resist rev with doxorubicin = further read-out of MRP resist rev, marked with its call; viability, %; measured here: viability with 2 uM doxorubicin; stronger effect = lower value
IL1B NFkB inh cell count 2 µM = further read-out of IL1B NFkB inh, marked with its call; cell count; measured here: cells passing quality filter;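 raw number of nuclei counted in each imaged well without normalization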
IL1B NFkB pot cell count 2 µM = recorded beside IL1B NFkB pot, whose call it bears; cell count; measured here: cells passing quality filter
Numbers without * were called inactive; nt = not tested or not shown. Not all compounds are listed. The share of hits here may be higher or lower than overall.

canonical_smiles,Bcl-B TR3 displacers,IL1B NFkB inh,IL1B NFkB inh cell count 2 µM,IL1B NFkB pot,IL1B NFkB pot cell count 2 µM,PLAP inhibition,MRP resist rev,MRP resist rev cytotoxicity,MRP resist rev with doxorubicin
O=C1CSC(c2ccccn2)N1c1ccc2ccccc2c1 (stereo not drawn),2%,-1,163,1,163,-1%,0,99,99
CCCCNC(=O)c1cccc(C(=O)NCCCC)c1,-1%,-19,145,19,145,7%,8,86,78
CCOC(=O)Cc1c(C)nc2c(-c3ccc(Cl)cc3)c(C)[nH]n2c1=O,-10%,-5,131,5,131,-21%,-17,39,56
Cc1ccccc1Cn1cc(S(=O)(=O)CC(=O)N2CCCCC2)c2ccccc21,nt,5,91,-5,91,nt,4,86,82
Cn1nc(-c2ccccc2)c(-c2nc(-c3ccccc3Cl)no2)c1Cl,-3%,1,99,-1,99,18%,11,81,70
O=C(COC(=O)c1cnccn1)NCc1ccccc1,8%,-2,166,2,166,20%,-2,94,96
CC1(C)CC(=O)CC(=Nc2ccc(C(=O)O)cc2)C1,-7%,-19,145,19,145,14%,-17,98,116
COC(=O)c1ccc(Cn2nnc3ccccc3c2=O)o1,-4%,1,127,-1,127,1%,nt,nt,nt
CC(=O)/C(=N/Nc1cccc(Cl)c1)N1CCOCC1,12%,10,149,-10,149,-17%,nt,nt,nt
O=C(CSc1nnc(-c2ccco2)n1CC1CCCO1)N1CCCCC1 (stereo not drawn),-2%,-8,135,8,135,8%,-14,92,106
O=C1Nc2ccccc2C12Nc1ccccc1S2 (stereo not drawn),4%,-6,115,6,115,-6%,-5,86,91
O=C(CCN1C(=O)c2ccccc2C1=O)Nc1cc(F)ccc1F,-2%,-15,93,15,93,5%,3,99,96
Cc1cccc(Nc2nc(-c3cccs3)cs2)n1,nt,-32,128,32,128,nt,-1,62,62
CCc1nnc2c3cnn(-c4ccccc4)c3ncn12,-12%,-8,117,8,117,36%,0,104,104
CCCCOC(=O)Nc1sc2nc(C)cc(C)c2c1-n1cccc1,0%,2,203,-2,203,-4%,nt,nt,nt
CN1CC(=O)N(CC(=O)Nc2ccc(Cl)c(C(F)(F)F)c2)C1=O,-12%,1,111,-1,111,6%,13,98,85
O=C(Cc1ccccc1)Nc1scc(-c2ccccc2)c1C(=O)N1CCOCC1,-2%,-15,186,15,186,26%,1,91,90
Cc1cc(C)c2c(=O)[nH]c(=O)n(Cc3ccccc3)c2n1,-250%,1,108,-1,108,-3%,5,87,82
Cc1ccc(C(C(=O)NCc2ccc(F)cc2)N(C(=O)c2csnn2)C2CC2)o1 (stereo not drawn),12%,-20,181,20,181,14%,-6,91,97
CCOc1ccc(C(O)Cc2nc3ccccc3n2C)cc1 (stereo not drawn),nt,-16,128,17,128,nt,-4,97,101
Cc1ccccc1OCC(=O)N/N=C/c1cccn1C,4%,-16,157,16,157,5%,0,90,89
O=C(NCc1ccc2c(c1)OCO2)c1cc2ccccc2oc1=O,nt,-4,153,4,153,nt,16,100,84
Clc1ccc(CNC2CCCC2)c(Cl)c1,-3%,16,159,-16,159,-13%,nt,nt,nt
Cc1nn(C)c2ncc(C(=O)c3cc(F)ccc3O)cc12,8%,5,169,-5,169,-4%,-1,88,89
O=C(Nc1cccc(Cl)c1)OCc1cn(-c2ccc(Cl)cc2)nn1,3%,3,176,-3,176,-3%,nt,nt,nt
COc1ccc(C(O)c2nc3ccccc3s2)cc1 (stereo not drawn),-1%,6,129,-6,129,10%,-16,78,94
COc1ccc(C(=O)Nc2ccc(S(=O)(=O)Nc3onc(C)c3C)cc2)cc1OC,-8%,5,96,-5,96,-16%,1,107,107
O=C(NCCCN1CCCCCC1)C1CC(=O)N(CCc2ccccc2)C1 (stereo not drawn),54%,-28,128,28,128,-20%,-6,93,99
O=c1cc(C(Cl)(Cl)Cl)oc2c1ccc1ccccc12,-13%,4,108,-4,108,22%,nt,nt,nt
COc1ccc(-c2oc3ncnc(NCCCN4CCOCC4)c3c2-c2ccc(OC)cc2)cc1,4%,-3,64,3,64,-87%,2,6,3
CN(C)CCCNCCCNC(=O)/C=N/O,-3%,nt,nt,nt,nt,1%,10,93,83
O=C(Cc1cccs1)Nc1ccc(Cl)cc1,-10%,-5,100,5,100,13%,11,99,89
O=C(O)CN=C1NC2(CCCC2)Cc2ccccc21,6%,-11,167,11,167,-3%,nt,nt,nt
Cn1nc(-c2ccccc2F)c2cc(C(=O)Nc3ccc4c(c3)OCCO4)sc21,3%,2,131,-2,131,-57%,-6,55,62
COc1ccc(-c2cc(C(=O)O)[nH]n2)cc1OC,-10%,-22,142,22,142,5%,4,96,93
CCCCNS(=O)(=O)c1ccc(OC)c(C)c1,nt,1,128,-1,128,nt,17,108,92
O=C(c1cccn(Cc2cccc(Cl)c2)c1=O)N1CCOCC1,4%,1,134,-1,134,6%,nt,nt,nt
Cc1cccc(C)c1NC(=O)C1C2C=CC(C2)C1C(=O)NCc1ccccn1 (stereo not drawn),-11%,6,144,-6,144,21%,3,97,94
O=C(CCC1CCCCC1)Nc1ccccc1O,1%,0,133,0,133,13%,17,95,78
O=C(Nc1ccc(F)cc1)c1ccccc1,-4%,-7,193,7,193,-2%,20,112,92

Whole records from above. Values in the order: Bcl-B TR3 displacers | IL1B NFkB inh | IL1B NFkB inh cell count 2 µM | IL1B NFkB pot | IL1B NFkB pot cell count 2 µM | PLAP inhibition | MRP resist rev | MRP resist rev cytotoxicity | MRP resist rev with doxorubicin
Record of CCc1nnc2c3cnn(-c4ccccc4)c3ncn12 : -12% | -8 | 117 | 8 | 117 | 36% | 0 | 104 | 104
Record of O=C(O)CN=C1NC2(CCCC2)Cc2ccccc21 : 6% | -11 | 167 | 11 | 167 | -3% | nt | nt | nt
Record of Cc1ccccc1Cn1cc(S(=O)(=O)CC(=O)N2CCCCC2)c2ccccc21 : nt | 5 | 91 | -5 | 91 | nt | 4 | 86 | 82
Record of CC1(C)CC(=O)CC(=Nc2ccc(C(=O)O)cc2)C1 : -7% | -19 | 145 | 19 | 145 | 14% | -17 | 98 | 116
Record of COc1ccc(-c2oc3ncnc(NCCCN4CCOCC4)c3c2-c2ccc(OC)cc2)cc1 : 4% | -3 | 64 | 3 | 64 | -87% | 2 | 6 | 3

(list continues)
canonical_smiles,Bcl-B TR3 displacers,IL1B NFkB inh,IL1B NFkB inh cell count 2 µM,IL1B NFkB pot,IL1B NFkB pot cell count 2 µM,PLAP inhibition,MRP resist rev,MRP resist rev cytotoxicity,MRP resist rev with doxorubicin
COc1ccc(-c2cc(-c3ccc(OC)cc3)[nH]n2)cc1,4%,-6,130,6,130,32%,6,85,79
O=C(NC1CCCC1)c1nc2c(nnn2Cc2cccc(Cl)c2)c(=O)[nH]1,5%,nt,nt,nt,nt,-93%,10,92,81
COc1ccc(Cl)cc1NC(=O)CN(C)C(C)C(=O)NCC1CCCCC1 (stereo not drawn),-6%,-1,93,1,93,-69%,-18,58,76
COc1cc(C)ccc1OCCOc1c(C)cccc1Cl,-11%,-5,113,5,113,-13%,nt,nt,nt
CCC1SC2=NC(C)=C(C(=O)OCC(C)C)C(/C=C/c3ccccc3OC)N2C1=O (stereo not drawn),-4%,-12,140,12,140,-49%,11,87,76
COc1ccc(-c2nc(CN3CCCC(C(=O)NC4CCCC4)C3)c(C)o2)cc1 (stereo not drawn),-1%,-7,152,7,152,-68%,18,93,75
Cc1ccc(NC(=O)CCSc2nnc(C)s2)cc1,nt,-6,93,6,93,nt,-4,92,97
CCN(CC)CCCNC(=O)c1cc2c(-c3ccc(Cl)cc3)nn(C)c2s1,3%,-24,177,24,177,-56%,-1,2,2
COCCn1c(C)cc2c(c1=O)C(c1ccco1)C(C#N)=C(N)O2 (stereo not drawn),-7%,9,174,-9,174,2%,14,91,77
c1ccc(COc2ccc(CNCc3cccs3)cc2)cc1,-5%,3,141,-3,141,6%,nt,nt,nt
COC(=O)c1nnn(-c2nonc2N)c1CSCCO,-2%,-2,158,2,158,17%,1,102,100
CN(C)c1ccc(NC(=O)CN2C(=O)CC(c3ccccc3)=Nc3ccccc32)cc1,nt,-31,110,31,110,-16%,nt,nt,nt
Clc1ccc(C2CC(c3ccccc3)Nc3ncnn32)cc1 (stereo not drawn),-2%,nt,nt,nt,nt,2%,-39,28,67
CCOC(=O)c1cc(C)[nH]c(=S)c1C#N,2%,-25,127,25,127,4%,0,97,96
CC(=O)Oc1ccc(-c2cccc(C(=O)O)c2)cc1,-20%,4,176,-4,176,-25%,nt,nt,nt
CCC(Sc1ccc2nnc(-c3cccnc3)n2n1)C(=O)O (stereo not drawn),5%,nt,nt,nt,nt,-4%,-14,100,114
CCCCC(=O)Nc1cccc(-c2nnc(-c3ccccc3)o2)c1,3%,-14,141,14,141,-12%,-16,60,76
CCOC(=O)C1CCCN(C(=S)Nc2ccc(C)cc2C)C1 (stereo not drawn),-3%,-3,134,3,134,-25%,nt,nt,nt
O=C(CSc1nnc(-c2ccncc2)n1C1CCCCC1)Nc1cccc(O)c1,0%,2,91,-2,91,3%,-5,68,73
CCOC(=O)CSc1nnc2c(n1)C1(C)CCC2C1(C)C (stereo not drawn),-6%,-31,100,31,100,-6%,nt,nt,nt
Cc1ccccc1-c1nc(CN2CCC(C(=O)N3CCC(C(N)=O)CC3)CC2)c(C)o1,-3%,-31,67,31,67,-38%,5,91,86
CCCCCCS(=O)[C@H]1CS(=O)(=O)C[C@@H]1S(=O)CCCCCC (stereo partly drawn),8%,-2,161,2,161,1%,1,66,65
CC(C)(C)NC(=O)Cn1nnnc1-c1nonc1N,-11%,-23,140,23,140,23%,-1,93,94
CC(Sc1ccc(Cl)cc1)C(=O)Nc1ccc(S(=O)(=O)N2CCOCC2)cc1 (stereo not drawn),-1%,-1,169,1,169,-6%,-16,64,80
O=C(CCNC(=O)c1ccc(Br)o1)NC1CCCC1,nt,-1,109,1,109,nt,-3,95,98
COc1c(O)ccc2cnn(-c3ccccc3C)c(=O)c12,6%,-6,130,6,130,-2%,10,101,91
CCCOc1ccc(-c2nc(OCC)c3ccccc3n2)cc1,0%,-20,58,20,58,9%,-3,90,93
COCCn1c(-c2ccccc2)cnc1N,-2%,-11,182,11,182,-8%,-11,85,96
CCn1c(CNC(=O)c2ccco2)nnc1SCC(=O)Nc1cc(C(F)(F)F)ccc1Cl,0%,-8,190,8,190,-3%,nt,nt,nt
O=C(Nc1ncccn1)C1CCCN1S(=O)(=O)c1ccc(Cl)c(Cl)c1 (stereo not drawn),-3%,-21,137,21,137,2%,nt,nt,nt
O=C(Nc1ccc2nc(-c3ccco3)[nH]c2c1)c1cccs1,nt,-5,117,5,117,nt,-20,40,60
Cc1nc(NCc2ccc3c(c2)OCO3)c2nnn(Cc3ccccc3)c2n1,7%,nt,nt,nt,nt,8%,3,53,50
COc1ccc(-n2c(COc3cccc4ccccc34)nnc2SCC(=O)NCc2ccco2)cc1,0%,1,148,-1,148,-66%,3,81,78
O=C(CSc1nnnn1-c1ccccc1)Nc1ncc2c(n1)CC(c1ccco1)CC2=O (stereo not drawn),-2%,3,141,-3,141,nt,12,94,81
C=CCN1C(=O)C(Cc2ccc(OC)cc2)S/C1=N\N=C\c1cccs1 (stereo not drawn),0%,-17,111,17,111,4%,7,67,60
CSc1nc2nccc(/C=C\c3ccccc3)n2n1,-8%,-7,169,7,169,3%,nt,nt,nt
Cc1ccc(SCc2cc(=O)[nH]c(N3CCCCC3)n2)cc1,2%,2,203,-2,203,9%,nt,nt,nt
O=C(NC(Cc1c[nH]c2ccccc12)C(=O)O)c1ccccc1 (stereo not drawn),2%,-30,43,32,43,-14%,-11,90,101
Cc1ccc(N2C(=O)S/C(=C/c3cn(C)c4ccccc34)C2=O)cc1,-13%,-8,126,8,126,9%,nt,nt,nt
N=c1c[n+](-c2ccc(Cl)cc2)[n-]o1,14%,-11,191,11,191,0%,nt,nt,nt
